All columns: NCI-60 one-dose screen, growth in % after 48 h at 10 µM unless noted; 100 = growth as untreated, 0 = no growth, -100 = all killed.
UO-31 = UO-31 renal cancer; 5.2% of 81,000 active
786-0 = 786-0 renal cancer cells; 5.1% of 81,000 active; AID 1794775
HT29 = HT29 colon cancer; 7.4% of 81,000 active
HCC-2998 = HCC-2998 colon cancer | 4.7% of 79,000 active
TK-10 = TK-10 renal cancer cells; AID 1794769; 3.9% of 81,000 active
HCT-15 = HCT-15 colon cancer; 5.2% of 82,000 active
SN12C = SN12C renal cancer cells | AID 1794767 | 3.8% of 81,000 active
HCT-116 = HCT-116 colon cancer; 7.3% of 82,000 active
SW-620 = SW-620 colon cancer | 5.2% of 82,000 active | AID 1794795
An asterisk follows results filed as active; . = no result given; [ ] = remark or other dose. The calls were made as follows: active = growth percent below 10; inactive = the rest.

SMILES	UO-31	786-0	HT29	HCC-2998	TK-10	HCT-15	SN12C	HCT-116	SW-620
O=C(c1ccc(O)cc1)[C@@H]1[C@@H]2CCCN2[C@@]2(C(=O)N(C(=O)c3ccc(F)cc3)c3ccccc32)[C@H]1c1ccc(F)cc1	60	100	104	108	143	87	87	91	113
Clc1nc(N2CCOCC2)c2[nH]cnc2n1	73	99	105	107	104	112	100	111	100
CN(C)c1ccc(Nc2c3ccccc3nc3ccccc23)cc1	-31*	9.1*	8.1*	0.7*	34	6.9*	16	5.6*	14
CCCOc1ccc(N2CCN(c3ncnc4c3ncn4CC(=O)OCC)CC2)cc1	77	102	91	100	99	94	87	91	101
COc1ccc(CSc2nc3ccc(Cl)cc3c(=O)n2-c2ccc(Cl)cc2)cc1	77	97	104	105	152	95	101	100	99
CC(=O)N1N=C(c2ccc(C(F)(F)F)c(F)c2)CC1c1[nH]c(C)c(C(=O)NCC(F)(F)F)c1C (stereo not given)	26	13	79	72	69	95	50	34	94
ON1CCCC1	95	98	95	99	94	101	102	97	101
Cc1ccc(Oc2ccc([N+](=O)[O-])cc2)cc1	77	103	99	97	109	114	101	98	103
COc1ccc(-n2nc(C(=O)Nc3ccccc3OC)nc2-c2cc(OC)c(OC)c(OC)c2)cc1	51	.	71	.	73	87	85	73	94
COC(=O)[C@@H](Cc1ccc(OCc2cn(Cc3ccccc3)nn2)cc1)NC(=O)C(=O)c1cn(Cc2cn(Cc3ccccc3)nn2)c2ccccc12	68	98	111	96	115	103	105	99	113
COC(=O)[C@@]12CC[C@@H](C)[C@]3(C[C@@H](c4ccoc4)OC3=O)[C@H]1CC[C@@H]1O[C@@]12C	79	99	107	101	103	101	99	96	97
C#C[C@]1(O)CC[C@H]2[C@@H]3CC=C4c5sc(C6CCOCC6)nc5CC[C@]4(C)[C@H]3CC[C@@]21C	84	63	44	84	113	36	83	64	86
COc1cnc(NS(=O)(=O)c2ccc(N)cc2)nc1	85	106	115	108	130	102	98	109	103
COc1ccc2occ(C3=C(c4cn(CCN)c5ccccc45)C(=O)NC3=O)c2c1	39	74	86	94	106	60	70	61	72
CN1C(=O)C(=C(/C=C/c2ccccc2)N=NC(/C=C/c2ccccc2)=C2C(=O)N(C)C(=O)N(C)C2=O)C(=O)N(C)C1=O	84	111	90	88	117	71	98	98	103
N#Cc1c(N)nc(Cl)c(C#N)c1C(=O)c1ccccc1	32	38	18	77	49	18	36	30	43
C=C1C(=O)O[C@H]2[C@H]1CC/C(COC(=O)/C=C/C(=O)OC/C1=C/CC[C@@]3(C)O[C@H]3[C@H]3OC(=O)C(=C)[C@@H]3CC1)=C\CC[C@@]1(C)O[C@@H]21	-42*	5.3*	8.9*	106	1.0*	13	4.7*	2.7*	6.3*
Cc1cccc(/C=C/c2c(C(=O)c3ccccc3)c(C)nc3ccccc23)c1	61	94	83	93	100	77	84	67	87
CCOC(=O)CC1C(CNC(=O)NC)OC(n2cnc3c(NC(=O)Nc4ccccc4)ncnc32)C1O[Si](C)(C)C(C)(C)C (stereo not given)	57	76	27	62	44	56	61	17	71
c1ccc(-c2nnc(-c3ccccc3)c3nonc23)cc1	51	89	100	101	108	83	93	84	97
Cc1cc(O)ccc1N=O	92	99	100	109	103	113	98	83	101
Cn1cc(-c2csc(-c3cccc(F)c3)n2)c2cccnc21	-28*[100 µM]	-82*[100 µM]	-72*[100 µM]	-85*[100 µM]	-53*[100 µM]	-43*[100 µM]	-65*[100 µM]	-80*[100 µM]	-50*[100 µM]
CCOC(=O)C(CNc1ccccc1)C(=O)OCC	85	100	105	102	106	106	105	104	104
Nc1cccc2nnccc12	76	105	94	102	98	103	102	95	94
CCCC(C(=O)OCCN1CCCC12CCCCC2)C1CCCC1 (stereo not given)	78	91	74	95	.	87	96	68	98

Pulled by compound from the entries so far, three records:
SMILES	UO-31	786-0	HT29	HCC-2998	TK-10	HCT-15	SN12C	HCT-116	SW-620
C=C1C(=O)O[C@H]2[C@H]1CC/C(COC(=O)/C=C/C(=O)OC/C1=C/CC[C@@]3(C)O[C@H]3[C@H]3OC(=O)C(=C)[C@@H]3CC1)=C\CC[C@@]1(C)O[C@@H]21	-42*	5.3*	8.9*	106	1.0*	13	4.7*	2.7*	6.3*
CCCC(C(=O)OCCN1CCCC12CCCCC2)C1CCCC1 (stereo not given)	78	91	74	95	.	87	96	68	98
c1ccc(-c2nnc(-c3ccccc3)c3nonc23)cc1	51	89	100	101	108	83	93	84	97

Later entries:
SMILES	UO-31	786-0	HT29	HCC-2998	TK-10	HCT-15	SN12C	HCT-116	SW-620
CCN(CC)CCCN(C(=O)C(c1ccccc1)c1ccccc1)c1ccc(OC)cc1	72	77	71	98	80	93	97	80	102
COc1c(Cl)cc(Cl)c(Cl)c1Cc1c(O)c(Cl)cc(Cl)c1Cl	89	101	100	92	100	112	99	102	101
CC(=O)c1ccc(CCCc2ccc(C(C)=O)cc2)cc1	80	109	108	99	101	96	97	106	101
COC(=O)C(=[N+]=[N-])C(=O)c1ccc([N+](=O)[O-])o1	90	107	61	107	.	11	91	73	44
OCCNCCNc1ccnc2cc(Cl)ccc12	95	98	89	98	103	96	99	94	92
CC(=O)Nc1ccccc1F	83	100	.	110	105	121	98	109	103
CCCCSc1ccc(Nc2ncnc(N)n2)cc1	97	84	109	97	117	105	107	101	106
COc1cccc(C(=O)c2ccccc2NC(C)=O)c1	95	98	96	103	102	116	105	101	100
COc1ccc2nc(NC(=O)c3cc(-c4ccc(F)cc4)n4nc(-c5ccccc5)cc4n3)sc2c1	74	91	92	99	134	90	89	62	95
Cc1ccc(NC(=S)NC(=O)c2ccccc2)nc1	78	102	114	112	161	93	99	101	109
CCCCOc1ccccc1N	97	103	105	101	113	102	95	102	104
CCCCN(CCCC)CC(O)c1ccc(-c2ccccc2)cc1 (stereo not given)	35	71	33	83	88	35	73	35	65
N#CCc1ccc(N=Nc2c(N)nc(N)[nH]c2=O)cc1	62	92	97	105	112	103	98	86	110
O=C(Nc1ncc(Cc2cc(C(F)(F)F)ccc2Cl)s1)c1ccc2nnsc2c1	64	82	72	61	89	54	74	49	78
CCCCCn1cnc2c(=S)nc(N)[nH]c21	87	107	101	107	157	107	108	105	118
O=c1ccnc[nH]1	87	91	102	99	111	101	96	95	100
COc1ccc(OC)c(C2C(C#N)=C(N)Oc3cc(O)ccc32)c1 (stereo not given)	82	97	95	109	91	94	98	96	101
O=C1C(=O)N(CCCCn2cc(CO)nn2)c2ccccc21	88	100	103	107	102	102	104	95	100
O=C(Nc1cccc(-c2cn(-c3ccc4oc(=O)ccc4c3)nn2)c1)Nc1cc(C(F)(F)F)cc(C(F)(F)F)c1	31	29	45	33	51	19	25	29	57
CSc1nc2nc3c(c(-c4ccc5c(c4)OCO5)c2c(=O)[nH]1)CN(C)C/C3=C\c1ccc2c(c1)OCO2	86	109	110	98	.	97	92	92	107
COc1ccc(CSc2nc3cc(OC)c(OC)cc3c(=O)n2Cc2ccccc2)cc1	81	109	106	107	131	100	96	109	101
COc1cc(C(=O)/C=C/c2c(C)n([O-])c3ccc(C)cc3[n+]2=O)cc(OC)c1OC	-27*	74	25	104	27	26	60	15	0.5*
CCCC1=CCCC1	89	102	102	99	96	99	98	98	104
CCCCCCCCNC(=O)C(C)C	99	107	95	115	98	106	96	93	93
CC(=O)c1ccc(N2C(=O)c3ccc(C)cc3C2=O)cc1	83	103	105	110	97	102	104	106	106

Whole records from above. Order of values: UO-31, 786-0, HT29, HCC-2998, TK-10, HCT-15, SN12C, HCT-116, SW-620
`Clc1nc(N2CCOCC2)c2[nH]cnc2n1` is listed as 73, 99, 105, 107, 104, 112, 100, 111, 100
`Cn1cc(-c2csc(-c3cccc(F)c3)n2)c2cccnc21` is listed as -28*[100 µM], -82*[100 µM], -72*[100 µM], -85*[100 µM], -53*[100 µM], -43*[100 µM], -65*[100 µM], -80*[100 µM], -50*[100 µM]
`C#C[C@]1(O)CC[C@H]2[C@@H]3CC=C4c5sc(C6CCOCC6)nc5CC[C@]4(C)[C@H]3CC[C@@]21C` is listed as 84, 63, 44, 84, 113, 36, 83, 64, 86

Other entries
SMILES	UO-31	786-0	HT29	HCC-2998	TK-10	HCT-15	SN12C	HCT-116	SW-620
N=c1c2cc(-c3ccccc3)oc2ncn1/N=C/c1ccc(Cl)cc1	94	85	99	102	112	57	63	67	30
CN(C)CCC(=O)c1ccc([N+](=O)[O-])cc1	86	.	97	106	98	103	99	103	106
CC(CN1CCCCC1)NC(=O)c1scnc1-c1ccccc1 (stereo not given)	84	102	94	97	98	103	106	94	106
CCOC(=O)c1cnccc1NC1CCCCC1	81	100	75	86	.	103	111	82	98
O=S1(=O)C[C@H](O)[C@H](O)CS1	104	95	105	92	113	95	104	103	109
CC(=O)Nc1ccc(N=Nc2c(S(=O)(=O)O)cc3cc(S(=O)(=O)O)cc(O)c3c2O)cc1	69	104	88	88	99	74	72	88	94
O=C(O)c1ccc(F)c(C(=O)O)c1	90	106	105	101	106	106	95	104	109
COc1cccc(-n2cc(C#N)c(N)c2C(=O)c2ccc(F)cc2)c1	79	93	84	95	86	69	107	81	92
COc1cc(NC(=O)CSc2nc3ccccc3c(=O)n2CCc2ccc(S(N)(=O)=O)cc2)cc(OC)c1OC	93	101	105	107	100	97	101	94	111
O=C(NC1CCCCCCC1)c1ccc(S(=O)(=O)N2CCCCC2)cc1	71	90	107	96	97	87	86	90	99
C#CCSC(CC)(CC)C(N)=O	95	109	98	107	100	98	104	87	102
CC(=O)c1cc(C(C)C)ccc1C	73	102	94	100	110	104	93	97	92
Cc1cc2cccc3c2n1CCC3N1CCCC1=O (stereo not given)	84	99	94	105	91	103	104	104	111
CCOC(=O)c1c[nH]c2c(Cl)c(Cl)ccc2c1=O	88	97	99	97	100	97	105	101	117
O=C(NO)c1ccccc1	91	109	114	108	112	101	100	99	111
CC1(C)[C@@H](O)CC[C@]2(C)[C@H]3CC[C@@H]4[C@H]5[C@H](C(=O)/C=C/c6ccc(C(F)(F)F)cc6)CC[C@]5(CO)CC[C@@]4(C)[C@]3(C)CC[C@@H]12	47	65	36	77	105	34	59	15	45
CC(=O)NC1c2ccccc2-c2ccccc21	83	.	98	101	101	98	99	98	92
Cc1ccc(C(=O)CSc2nc3ccc(C)cc3c(=O)n2-c2ccc(F)cc2)cc1	44	-3.5*	72	84	56	85	.	19	89
COCc1ccc(NC(=O)Cn2ccc3c(NC(C)c4ccc(C(F)(F)F)nc4)cccc3c2=O)cc1 (stereo not given)	87	103	.	104	.	96	101	100	106
O=C(Nc1nnc(-c2ccncc2)s1)c1ccccc1	82	95	107	106	116	106	79	101	100
CC(=O)C1=C(C)NC(SCC(=O)Nc2ccc(S(=O)(=O)Nc3cc(C)on3)cc2)=NC1c1ccccc1 (stereo not given)	89	102	110	112	112	96	111	105	106
O=C1c2cccc3cccc(c23)C(=O)N1N1C(=O)c2cccc3c(-c4ccc(F)cc4)ccc(c23)C1=O	77	109	110	111	133	98	103	103	106
COc1cc(/C=C/C(=O)c2ccc(Nc3ncnc4ccccc34)cc2)cc(OC)c1OC	78	90	40	81	109	76	88	11	46
COc1cc(CNC(=O)CCCC/C=C/C(C)C)ccc1OCc1cn(-c2cccc([N+](=O)[O-])c2)nn1	75	73	89	101	105	78	90	42	97
CCOC(=O)C(NC(=O)C(Cl)Cl)C(O)c1ccccc1 (stereo not given)	98	129	107	110	104	117	99	85	100
(next part)
SMILES	UO-31	786-0	HT29	HCC-2998	TK-10	HCT-15	SN12C	HCT-116	SW-620
CCCn1cnc2c(c1=N)C(c1ccc(O)cc1)c1sc3c(F)cccc3c1O2 (stereo not given)	76	106	109	104	131	102	103	101	95
CC(=O)NC(CSC/C=C(\C)CCCC(C)CCCC(C)CCCC(C)C)C(=O)O (stereo not given)	98	102	120	107	109	95	99	101	98
Cc1cc2n(n1)-c1ncccc1Oc1ccc(Cl)cc1-2	73	100	90	110	97	87	.	96	102
CCOC(=O)c1sc(Nc2ncccn2)nc1-c1ccccn1	62	98	100	81	102	51	92	74	96
CN1CCN(C(=O)N/C(N)=N/c2nc3ccccc3s2)CC1	54	81	80	86	78	71	73	63	.
Clc1ccc(-c2nc3ccc(/C(=N\N=C\c4ccccc4)c4ccccc4)cc3[nH]2)cc1	83	84	72	103	96	72	93	85	91
c1ccc(OC2COC(Oc3ccccc3)CO2)cc1 (stereo not given)	89	103	103	111	100	93	97	107	101
CN(C)CCNC(=O)Cn1c2c(c3c(O)cccc31)C(=O)c1ccccc1-2	78	95	98	99	109	101	98	94	97
CCN(CC)C(=O)c1nc(-c2cccc3ccccc23)no1	85	88	89	96	89	92	90	100	96
CCN(CC)CCC(C)Cl (stereo not given)	89	96	106	.	107	102	102	91	105
CC(=O)c1cc2c(N)c(C(=O)Nc3ccc4c(c3)OCCO4)sc2nc1C	95	99	110	100	89	103	96	105	104
COc1ccc(N2C(=O)N(c3ccc(C)cc3)C(=O)C2=S)cc1	87	102	100	88	105	99	105	99	116
CC(C)=CC(=O)OCC(=O)O[C@@H]1C[C@]2(C(C)C)O[C@@]1(C)[C@@H]1CC[C@@H](C)[C@H]1[C@@H]2OC(=O)/C=C/c1ccccc1	-65*	66	86	91	95	87	40	72	87
CCOC(=O)C1(C(=O)OCC)COC(=O)C2(CC)OC21 (stereo not given)	89	105	98	.	108	114	101	109	100
Cc1ccc2nc(NC(=O)CSC3=NC(c4ccccc4)=C(C#N)C4=NCC(=O)N34)sc2c1	87	101	95	106	98	103	100	99	107

3 compounds out of the list, ordered by SMILES length, low to high:
SMILES	UO-31	786-0	HT29	HCC-2998	TK-10	HCT-15	SN12C	HCT-116	SW-620
Cc1cc2cccc3c2n1CCC3N1CCCC1=O (stereo not given)	84	99	94	105	91	103	104	104	111
Cc1cccc(/C=C/c2c(C(=O)c3ccccc3)c(C)nc3ccccc23)c1	61	94	83	93	100	77	84	67	87
C=C1C(=O)O[C@H]2[C@H]1CC/C(COC(=O)/C=C/C(=O)OC/C1=C/CC[C@@]3(C)O[C@H]3[C@H]3OC(=O)C(=C)[C@@H]3CC1)=C\CC[C@@]1(C)O[C@@H]21	-42*	5.3*	8.9*	106	1.0*	13	4.7*	2.7*	6.3*
